PP5 primary – inhibitors of human protein phosphatase 5 (PP5); AID 1987; inhibition, % at 6.7 µM; 0.18% of 320,000 active; purified PP5c, OMFP substrate fluorescence;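 active = inhibition above the campaign's mean inhibition across all tested compounds plus 3 SD, cut at about 9.5% in these data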;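 note: 0% = DMSO only and 100% = 100 µM cantharidin control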
TPT1 inh – C. albicans TPT1 enzyme inhibition | recombinant caTPT1, FP RNA substrate dephosphorylation | inhibition, % at 5 µM | 0.81% of 300,000 active | AID 1962;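 active = inhibition above the mean of all tested compounds plus 3 SD, set per screening campaign, cut at about 24% in these data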;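 note: plate controls were DMSO alone for no effect and ferristatin control at 100 nM for full effect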
procasp3 activ – activators of human procaspase-3 | activation, % at 8.5 µM | recombinant procaspase-3 D3A, Ac-DEVD-pNA absorbance 405 nm | P42574 | AID 463141 | 0.11% of 330,000 active;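 active = activation above the mean of all tested compounds plus 3 SD, cut at about 21% in these data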;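 note: 0% = DMSO alone and 100% = DMSO wells spiked with extra 5 µM PC-3 D3A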
Target sequence (P42574 whole entry D9A/D28A/D175A): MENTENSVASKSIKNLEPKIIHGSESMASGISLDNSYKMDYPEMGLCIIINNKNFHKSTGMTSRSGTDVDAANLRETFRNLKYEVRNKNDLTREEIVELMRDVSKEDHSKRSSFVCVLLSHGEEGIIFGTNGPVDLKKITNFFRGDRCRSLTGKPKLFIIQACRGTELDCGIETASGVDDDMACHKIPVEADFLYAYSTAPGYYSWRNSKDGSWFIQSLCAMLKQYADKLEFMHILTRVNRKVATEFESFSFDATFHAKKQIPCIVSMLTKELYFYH
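Assay system – Procaspase-3 D3A mutant · Benchmarks – DMSO low control, extra-enzyme high control · Technique – 405 nm absorbance of p-nitroaniline, reads at 0 and 120 min · Doses – 8.5 µM nominal · Measure – % activation between DMSO and enzyme-spiked controls · Also added – Ac-DEVD-pNA chromogenic peptide substrate · Schedule – 1 h compound preincubation, 2 h substrate hydrolysis at 25 °C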
PP1 counter – counter-screen for PP5 inhibitors: inhibitors of human PP1-alpha | inhibition, % at 6.7 µM | 0.9% of 320,000 active | purified PP1alpha, OMFP fluorescence | AID 2235;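 active = inhibition above the mean inhibition of all tested compounds plus 3 SD, computed separately for each screening campaign, cut at about 15% in these data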
Target sequence (P62136 whole entry, looked up): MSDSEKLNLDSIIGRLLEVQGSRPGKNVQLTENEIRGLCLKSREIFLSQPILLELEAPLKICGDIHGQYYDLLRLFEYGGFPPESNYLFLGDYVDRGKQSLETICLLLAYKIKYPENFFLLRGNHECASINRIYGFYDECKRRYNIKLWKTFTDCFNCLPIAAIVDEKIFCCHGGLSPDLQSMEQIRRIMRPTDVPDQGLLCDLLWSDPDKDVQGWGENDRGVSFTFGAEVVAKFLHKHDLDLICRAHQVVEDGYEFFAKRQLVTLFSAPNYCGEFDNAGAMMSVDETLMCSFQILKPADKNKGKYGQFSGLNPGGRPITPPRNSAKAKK
Fh CTSL1 inh – cathepsin L1 inhibition, PFM18AAP counter-screen; inhibition, % at 5.96 µM; recombinant F. hepatica cathepsin L1, Z-Leu-Arg-MCA fluorescence; AID 1906; 0.49% of 300,000 active;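 active = inhibition above the mean of all tested compounds plus 3 SD, set per screening campaign, cut at about 17% in these data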;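 note: 0% = plate median of test compound wells and 100% = 1 µM Z-Phe-Ala-diazomethylketone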
AHR act – activates the human aryl hydrocarbon receptor. P35869. AHR-responsive luciferase reporter cells, luminescence. activation, % at 5 µM. 2.5% of 320,000 active; in the data active = activation above about 47%;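 note: 0% = vehicle wells and 100% = reference agonist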
PAFAH2 inh – inhibitors of human PAFAH2. recombinant PAFAH2, FP-rhodamine activity probe, fluorescence polarization. inhibition, % at 3.39 µM. 0.99% of 340,000 active;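 active = inhibition above the mean over all tested compounds plus 3 SD, cut at about 30% in these data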;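 note: inhibitors block probe labeling of enzyme so polarization drops; 0% = enzyme with DMSO and 100% = wells lacking PAFAH2 protein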
proCasp7 act – activates human procaspase-7, counter-screen for procaspase-3 activators; P55210; recombinant procaspase-7, Ac-DEVD-pNA absorbance 405 nm; D23A/D198A/D206A triple mutant, cannot self-cleave; scale: DMSO 0, 5 µM enzyme 100; activation, % at 8.5 µM; 0.093% of 330,000 active;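 active = percent activation above the screen-wide mean plus 3 SD, cut at about 25% in these data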
Target sequence (P55210 whole entry D23A/D198A/D206A): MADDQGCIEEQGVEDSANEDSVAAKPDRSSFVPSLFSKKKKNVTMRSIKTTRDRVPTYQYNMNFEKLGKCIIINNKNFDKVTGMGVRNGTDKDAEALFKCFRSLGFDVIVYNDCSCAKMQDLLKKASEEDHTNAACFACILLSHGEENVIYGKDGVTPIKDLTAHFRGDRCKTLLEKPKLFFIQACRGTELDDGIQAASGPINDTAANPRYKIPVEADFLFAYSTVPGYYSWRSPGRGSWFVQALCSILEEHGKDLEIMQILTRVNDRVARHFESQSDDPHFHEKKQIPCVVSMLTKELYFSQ
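Assay system: Uncleavable procaspase-7 mutant enzyme | Input: 2 µM procaspase-7 mutant as dispensed | Timing: 1 h compound preincubation, 2 h substrate cleavage, 25 °C | Repeats: One well per compound | Control set: DMSO wells as 0%, DMSO with 5 µM added PC-7 as 100% | Technique: Epi-absorbance of released pNA at 405 nm, two timepoints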
HCV core dimer – HCV core protein dimerization inhibition. 0.33% of 300,000 active. TR-FRET GST/Flag-core106 dimerization, 1536-well. AID 1899. inhibition, % at 5 µM;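 active = inhibition above the mean of all tested compounds plus 3 SD, set per screening campaign, cut at about 45% in these data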
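test system = GST/Flag-tagged HCV core106 proteins | probe or stimulus = Eu donor and XL665 acceptor anti-tag antibodies | times = compound-protein-antibody incubation 4 h at 22.5 °C | signal = TR-FRET, excitation 340 nm, emission 617 and 671 nm | measure = percent inhibition of core106 dimerization signal | controls = wells lacking GST-core106 and wells with excess unlabelled core106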
* marks the source's active call; other numbers are inactive results; / = no result given. Not a hit list. About 5.6% of those tested had a hit in this group.

SMILES	PP5 primary	TPT1 inh	procasp3 activ	PP1 counter	Fh CTSL1 inh	AHR act	PAFAH2 inh	proCasp7 act	HCV core dimer
COc1ccc(CCNC(=O)C(=O)N2CCCCC2)cc1OC	4.0	-6.6	-4.5	-4.9	-4.0	2.9	1.3	9.2	0.1
Cc1ccc[n+](CC(=O)c2cc3ccccc3oc2=O)c1	-2.5	0.0	1.5	-5.3	1.5	20.7	8.8	4.5	-0.7
NC(=S)Nn1c(-c2ccccc2)nc2ccccc2c1=O	-1.1	-1.4	-2.5	-3.1	2.1	0.5	3.9	-11.1	-1.7
O=C(CN1C(=O)NC2(CCCC2)C1=O)Nc1nc(-c2ccc(F)c(F)c2)cs1	4.6	/	2.4	0.5	/	4.3	3.6	1.1	/
CSc1ccc(CNCC(O)c2ccccc2)cc1 (configuration not stated)	3.4	-3.2	-8.3	-0.8	0.2	0.1	-9.4	-5.6	-4.5
CCC(C)Nc1nc(N)c([N+](=O)[O-])c(N2CCCCCC2)n1 (configuration not stated)	3.3	2.5	11.1	4.4	-3.8	4.5	8.6	0.1	-2.7
Cc1cccc(-n2ccnc2SCC(=O)Nc2cc(C)on2)c1	1.5	-1.3	2.7	-4.5	-4.1	-5.5	-0.5	1.5	-3.3
CC(=O)N1N=C(c2ccc(Cl)cc2)OC1c1ccc(C(C)C)cc1 (configuration not stated)	0.6	-2.9	2.3	1.3	-2.9	2.8	-19.7	-4.1	7.0
CC1CCN(S(=O)(=O)c2ccc([N+](=O)[O-])cc2)CC1	2.4	-0.6	0.8	-1.7	-4.8	-2.2	-7.3	4.4	-6.0
CCCn1c(-c2ccccc2)cc(SC)c(C#N)c1=O	0.5	-3.0	2.5	-1.4	0.2	-0.1	8.2	-1.7	2.9
CS(=O)(=O)N(CC(=O)NCCSCc1ccco1)c1ccc2c(c1)OCO2	-0.9	-9.6	-3.1	0.7	2.1	1.4	5.2	-6.3	2.1
CCCCCCCCCNC(=O)[C@H](NC(=O)COc1ccccc1)[C@@H]1NC(C(=O)OC)C(C)(C)S1 (some centres not stated)	4.6	-0.2	8.1	5.6	-1.4	0.3	-5.7	1.9	8.3
O=C(NCCc1ccccc1)C(=S)N1CCCCC1	1.0	1.7	6.9	-5.0	-4.7	0.9	1.7	8.2	0.8
COc1ccc(CCNC(=O)C(C)OC(=O)c2ccco2)cc1OC (configuration not stated)	2.4	1.0	1.8	-4.0	-21.2	3.5	-3.1	-7.5	-6.2
COc1ccccc1Nc1nnc(SCC(=O)Nc2cc(C)on2)s1	2.4	-0.3	4.2	19.2*	1.1	2.0	4.2	1.6	4.3
CCOc1cc(C2NC(=S)NC(C)=C2C(=O)Nc2ccccc2)ccc1O (configuration not stated)	0.0	0.9	-9.6	-2.8	-5.3	1.3	-5.4	-11.7	1.3
Cc1ccc(NC(=O)C2CCCN2c2nn3c(=O)cc(C)nc3s2)cc1 (configuration not stated)	1.0	0.2	-2.3	1.1	-1.2	-0.2	-10.1	-3.3	-6.4
COC(=O)c1ccccc1NC(=O)Cn1cnc2c(cnn2-c2ccc(C)c(C)c2)c1=O	2.8	-2.2	3.8	2.8	-3.5	-0.7	/	7.5	1.2
CCOC(=O)c1[nH]c2ccc(OC)cc2c1NC(=O)OC	-0.6	-2.2	2.4	-2.0	3.5	3.0	3.3	11.1	0.3
CC(O)(CS(=O)(=O)Cc1ccccc1)C(=O)Nc1cccc(C(F)(F)F)c1 (configuration not stated)	1.9	-0.9	7.0	-2.1	-12.6	-0.3	1.7	-1.1	-2.9

Shown with values under each structure: part of the list above
Every second line gives: PP5 primary	TPT1 inh	procasp3 activ	PP1 counter	Fh CTSL1 inh	AHR act	PAFAH2 inh	proCasp7 act	HCV core dimer
> CC(=O)N1N=C(c2ccc(Cl)cc2)OC1c1ccc(C(C)C)cc1 (configuration not stated)
→ 0.6	-2.9	2.3	1.3	-2.9	2.8	-19.7	-4.1	7.0
> CCCCCCCCCNC(=O)[C@H](NC(=O)COc1ccccc1)[C@@H]1NC(C(=O)OC)C(C)(C)S1 (some centres not stated)
→ 4.6	-0.2	8.1	5.6	-1.4	0.3	-5.7	1.9	8.3
> CCC(C)Nc1nc(N)c([N+](=O)[O-])c(N2CCCCCC2)n1 (configuration not stated)
→ 3.3	2.5	11.1	4.4	-3.8	4.5	8.6	0.1	-2.7
> COc1ccc(CCNC(=O)C(C)OC(=O)c2ccco2)cc1OC (configuration not stated)
→ 2.4	1.0	1.8	-4.0	-21.2	3.5	-3.1	-7.5	-6.2

Next section:
SMILES	PP5 primary	TPT1 inh	procasp3 activ	PP1 counter	Fh CTSL1 inh	AHR act	PAFAH2 inh	proCasp7 act	HCV core dimer
Cn1c(CO)cnc1SCC(=O)c1ccc(F)cc1	-0.3	-1.7	6.9	-3.3	0.5	-0.2	6.1	4.5	8.6
COc1cc2c(cc1OC)CN(C(=O)c1cccs1)CC2	1.2	-0.3	2.0	-1.1	0.0	0.6	-1.7	1.6	-6.6
CCOc1ccc(S(=O)(=O)N2CCOCC2)cc1NC(=O)Cc1c(F)cccc1Cl	-0.8	-1.3	5.6	-2.2	0.0	-1.6	15.9	9.4	-4.0
CC(C)Cn1c2c(c(O)c(C(=O)Nc3ccc(F)cc3)c1=O)CCCC2	2.9	0.6	-0.2	-3.0	-2.5	7.0	-8.0	9.5	-0.6
CCCN1C(=O)SC(CC(=O)Nc2cccc3ccccc23)C1=O (configuration not stated)	2.6	0.1	-4.3	-3.7	1.4	24.5	1.8	-16.5	9.0
CC(=O)N(C)c1ccc(NS(=O)(=O)Cc2ccccc2)cc1	1.3	2.4	3.5	-3.6	-2.4	-0.1	-1.4	9.6	1.1
Cc1ccc2nc(N/C(=N/S(=O)(=O)c3ccc(F)cc3)c3ccccc3)sc2c1	1.2	-2.7	1.7	2.0	0.7	11.4	24.2	3.5	12.3
O=C(CCc1nc2cccnc2n1Cc1ccccc1)NCCc1ccc(Cl)cc1	-0.7	-5.3	-1.6	-1.4	0.2	0.6	-1.9	8.4	-0.8
COc1ccc(-n2ncc3c2CC(C)(C)CC3NC(=O)CCN2CCCCC2=O)cc1 (configuration not stated)	-0.5	-0.2	-6.9	-4.8	0.4	1.7	2.3	1.6	2.4
Cc1cc(C(=O)COc2ccccc2C(N)=O)c(C)n1C1CC1	-1.2	-1.0	2.5	-0.8	2.6	-8.7	1.1	5.8	-0.4
COc1cccc(-c2nc(CS(=O)CC(=O)NC3CC3)c(C)o2)c1 (configuration not stated)	1.8	-4.2	-3.4	0.0	4.3	1.4	2.9	-1.6	-9.0
CC(=O)Cc1nsc(NC(=O)c2ccc(-c3ccc(Cl)c(C(F)(F)F)c3)o2)n1	-1.9	0.9	-2.3	-8.0	-2.8	1.5	/	-8.2	6.1
Cc1ccccc1OCCC(=O)OCC(=O)Nc1ccc2[nH]c(=O)[nH]c2c1	-1.7	2.4	-2.3	-5.5	0.0	1.9	-0.5	13.5	-0.6
O=C1CSC(c2ccc(F)cc2)N1c1c(F)cccc1F (configuration not stated)	1.6	-2.0	-4.0	6.3	-0.5	-2.3	1.3	14.4	-2.2
CC(OC(=O)Cn1cnc2c1c(=O)n(C)c(=O)n2C)C(=O)N(C)c1ccccc1 (configuration not stated)	-1.2	0.4	-1.9	-0.9	6.5	-0.8	1.6	-7.5	2.6
NC(=NCCc1ccccc1)NS(=O)(=O)c1cccs1	2.6	-0.2	8.8	0.8	-3.9	-6.5	2.8	-4.4	-3.6
O=C(Nc1cccc([N+](=O)[O-])c1)c1ccncc1	-5.5	4.5	-6.2	1.1	-1.0	18.1	-2.0	-15.7	-2.3
Cn1c(C(=O)N2CCc3ccccc3C2)cc2oc3ccccc3c21	-7.8	-4.4	1.7	6.6	7.0	2.4	-4.8	5.9	11.1
CC1(C)CC(=O)c2c(-c3cccs3)n[nH]c2C1	0.2	-2.0	5.6	-1.0	0.8	5.2	-6.1	-2.2	-1.4
CCCN1CCN(S(=O)(=O)c2ccc3c(c2)NC(=O)C(C)C(=O)N3)CC1 (configuration not stated)	1.4	-3.7	-2.7	0.5	-0.8	2.9	-1.1	8.1	-12.2
Cc1cc(C)n2ncc(/C(N)=N/OC(=O)Nc3ccccc3)c2n1	-0.5	0.6	-4.8	0.0	-5.9	3.6	1.3	-2.0	-2.2
Cc1ccc(NC(=O)CCC(=O)c2ccc(Br)cc2)cc1	-1.0	-1.1	-1.8	1.5	5.0	1.9	-5.1	-0.6	-0.1
COc1ccc(C2C3=C(CC(C)(C)CC3=O)N(C)C3=C2C(=O)CC(C)(C)C3)cc1	-1.7	2.5	0.8	-2.8	-3.6	1.2	-4.3	3.7	2.0
Cc1cccc(C(C(=O)NC2CCCC2)N(Cc2cccnc2)C(=O)c2csnn2)c1 (configuration not stated)	-0.6	3.1	2.6	0.4	-0.4	-0.9	-14.4	-6.8	-2.3
COc1ccc(C(CNC(=O)c2ccc(C)o2)N2CCOCC2)cc1 (configuration not stated)	-0.9	-0.9	-4.1	-1.8	-1.4	0.1	1.8	7.5	2.2
Cc1cc(C)cc(OCC(O)Cn2nc(C)cc2C)c1 (configuration not stated)	-2.0	-5.2	-6.6	-4.9	2.5	8.2	-0.8	-1.2	-17.2
O=C(/C=C/c1ccc(S(=O)(=O)N2CCOCC2)cc1)NCCc1ccc(C(F)(F)F)cc1	4.0	/	9.1	-2.2	/	0.1	-1.2	4.0	/
Cc1c(-c2ccn[nH]2)cc(NC(=O)c2ccc(Cl)cc2)c(=O)n1N	-6.1	-1.0	1.3	-2.9	8.7	86.2*	/	-7.5	-3.9
CCc1sc(C(=O)Nc2ccc(NC(C)=O)cc2)cc1C	-0.6	-1.8	-1.3	0.4	4.8	0.0	4.6	11.2	2.5
COc1ccc2c(=O)c(C(=O)NCCc3ccccc3)c[nH]c2c1	-0.2	0.3	6.6	2.8	-2.6	35.3	3.9	0.5	2.4
CC(=O)Nc1ccc(NC(=O)COC(=O)Cc2cccs2)cc1	-3.7	-0.4	0.8	-6.4	-11.3	-0.2	-0.6	1.7	-4.3
CCOc1ccccc1/C=N/Nc1ccc(Cl)nn1	0.4	0.7	-0.2	-1.6	0.3	45.7	1.3	11.4	1.2
COc1ccc(CCNC(=O)CCN2C(=O)[C@@H]3Cc4ccccc4CN3C2=O)cc1OC	-1.8	-0.1	3.0	-0.5	2.6	1.4	1.6	-7.0	5.8
CC1CN(C(=O)Nc2ccccc2)c2ccccc2-[n+]2ccsc21 (configuration not stated)	0.7	-5.2	-10.3	-5.0	7.1	4.6	-12.6	-11.3	-10.3
CCOC(=O)c1cc2c(C)n(-c3ccc(C)cc3)c(C)c2ccc1=O	2.6	-2.1	0.2	0.0	3.0	3.9	6.0	-14.9	10.2
COc1ccc2c(c1)C(=O)N(c1ccccc1OC)C(=O)C2(C)C	1.4	1.9	5.5	-4.1	-3.9	10.8	2.8	9.7	-3.7
Nc1nc(-c2cccnc2)nn1C(=O)Cc1ccccc1	-1.2	2.1	2.4	-4.8	0.0	1.2	4.7	-6.2	-8.1
